Abeta yeast res = A-beta toxicity reversal in yeast; hit rate 0.063% among 410,000; Potency, µM (titrated, usually from 46.1 µM), for the others: top-dose growth rescue, most hits filed as activators; yeast expressing A-beta42, growth rescue, OD600, 48 h; response scale: 0% DMSO, 100% iron-clioquinol control; also: potency is read from the fitted curve at half-maximal effect; nearly all actives have a fitted effect of over 55% in size
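Yeast growth medium received pinned compounds, then yeast cells expressing toxic A-beta were added; plates incubated at 30 C for 48 hr. Growth read as absorbance at 600 nm, normalized to DMSO and equimolar FeCl3 plus clioquinol controls.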
aSyn yeast inh = inhibitors of alpha-synuclein toxicity in yeast; Yeast expressing alpha-synuclein, growth rescue, BacTiter-Glo, 24 h; Potency, µM (top dose mostly 46.1 µM), for inactives: at the highest dose growth rescue (activation), actives largely listed as activators; hit rate 0.14% among 370,000; AID 652106; also: potency is read from the fitted curve at half-maximal effect; % of control where 0% means no effect; nearly all actives have a fitted effect of over 65% in size
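Readout is rescue of growth in alpha-synuclein-expressing yeast, so inhibitors of toxicity appear as activators. Growth after 24 hr at 30 deg C in galactose medium is quantified by luminescence.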
TDP-43 yeast inh = rescues yeast growth from TDP-43 toxicity | TDP-43 expressing yeast growth rescue, BacTiter-Glo, 24 h | hit rate 1.8% among 410,000 | Potency, µM (series often up to 46.1 µM), for inactives: top-dose growth rescue (activation), hits mostly activators; also: potency is read from the fitted curve at half-maximal effect; % of control where 0% means no effect; nearly all actives have a fitted effect of over 50% in size
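Luminescence from BacTiter-Glo reports growth of TDP-43-expressing yeast after 24 hr at 30 deg C with compound. Cells were raffinose-pregrown to mid-log, then seeded in galactose medium at OD600=0.02.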
EPAC2 ag = agonists of human EPAC2 (RAPGEF4) | Q8WZA2 | EPAC2 activation, biochemical qHTS; response scale: 100% = 6.5 mM cAMP response | Potency, µM (highest dose often 154 µM), for the others: top-dose activation, hits mostly activators | hit rate 0.079% among 360,000; also: potency is read from the fitted curve at half-maximal effect; nearly all actives have a fitted effect of over 50% in size
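Setup: EPAC2 100 nM, labeled Rap1B complex 250 nM, free GDP 50 uM. Compound titrations pinned in, brief spin, 5 min room temperature incubation. Kinetic fluorescence read over 30 min, normalized to 6.5 mM cAMP.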
D3 antag = blocks the human D3 dopamine receptor; P35462; AID 652054; max response, negative = inhibition, %; D3R cells, DiscoveRx beta-arrestin luminescence, antagonist mode; active compounds read low; hit rate 2.5% among 360,000; in the data active = max response below about -50%; inconclusive = no clear call, values can overlap the other calls; also: % is scaled to controls: 0 for no effect and ±100 for the full control effect; mostly tested at two doses, the higher about 12 µM
Target sequence (P35462 whole entry, looked up): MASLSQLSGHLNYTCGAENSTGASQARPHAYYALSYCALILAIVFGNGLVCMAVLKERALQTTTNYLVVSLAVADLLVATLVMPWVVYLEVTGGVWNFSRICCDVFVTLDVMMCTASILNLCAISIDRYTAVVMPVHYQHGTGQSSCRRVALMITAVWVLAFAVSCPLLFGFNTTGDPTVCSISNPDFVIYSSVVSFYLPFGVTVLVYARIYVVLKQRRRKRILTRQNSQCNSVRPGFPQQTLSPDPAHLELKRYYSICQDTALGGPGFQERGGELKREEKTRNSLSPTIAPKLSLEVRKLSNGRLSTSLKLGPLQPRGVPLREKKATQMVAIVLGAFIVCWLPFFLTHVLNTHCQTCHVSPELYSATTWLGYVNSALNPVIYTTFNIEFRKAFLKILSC
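Cells expressing the human receptor were seeded at 1500 cells/well, incubated overnight at 37 degrees C in 5% CO2, then exposed to library compounds with dopamine controls for 90 minutes at 37 degrees C before luminescent detection.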
D3 ag = D3 dopamine receptor (human) agonism. P35462. D3R DiscoveRx beta-arrestin cells, luminescence, 90 min. max activation, %. hit rate 0.58% among 410,000. AID 652048; in the data active = max activation above about 30%; also: 0% is about no effect; mostly tested at two doses, the higher about 12 µM
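Agonist-mode cell screen: cells plated at 1500/well and incubated overnight at 37 °C, then exposed to library compounds for 90 min at 37 °C. Detection reagent was added for 30–60 min at room temperature, and luminescence was read.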
EPAC2 antagonist = blocks human EPAC2 exchange factor; Q8WZA2; EPAC2 GEF exchange of Rap1B-BODIPY-GDP, fluorescence; AID 720708; Potency, µM (highest dose often 114 µM), inactives show at the top dose activity, negative = inhibition, most hits filed as inhibitors; hit rate 0.18% among 360,000; also: potency is read from the fitted curve at half-maximal effect; % is scaled to controls: 0 for no effect and ±100 for the full control effect; nearly all actives have a fitted effect of over 45% in size; many of its hits are not listed in these tables
FUS yeast rescue = rescues growth of FUS-expressing yeast. Potency, µM (top dose mostly 76.6 µM), for the others: at the top dose growth rescue (activation), hits mostly activators. AID 1347120. hit rate 0.24% among 390,000. S. cerevisiae FUS-expressing, growth rescue, OD600, 24 h;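 also: potency is read from the fitted curve at half-maximal effect; plate controls were DMSO vehicle for no effect and reference control for full effect; nearly all actives have a fitted effect of over 55% in size; some results filed as inactive show a strong effect at the top dose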
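Yeast expressing FUS under galactose induction, OD 0.005 in 2% galactose medium; compounds in a dilution series, 24 h at 30C. Growth rescue by absorbance at 600 nm; CP55940 positive control, DMSO negative.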
An asterisk follows results filed as active; ? = inconclusive; / = not tested or not shown; [ ] = dose if it differs, or a comment. Unless noted, calls follow the shape of the dose curve; as a rule, active = well fitted curve in the direction sought with a large enough effect; inconclusive = small, poorly fitted or top-dose-only effect, or another doubt; inactive = no such curve, though single readings can be large; an effect the other way counts as inactive or inconclusive. Not all compounds are listed; the hit share may differ from the screen's.

item	compound	Abeta yeast res	aSyn yeast inh	TDP-43 yeast inh	EPAC2 ag
1	C=CCC[C@H](Cc1ccc(F)cc1)C(=O)OC[C@@H](Cc1c[nH]c2ccccc12)NC(=O)[C@@H](CC=C)CC(=O)N[C@@H](CO)Cc1ccccc1	-2%	5%	-3%	-10%
2	Cn1cccc1C(=O)OCC(=O)N1CCc2ccccc2C1	4%	1%	1%	5%
3	CC(=O)NCCn1c(SCc2ccccc2C)nc2ccccc2c1=O	-1%	/	-9%	8%
4	CCCCn1nnnc1C(c1ccnc2ccccc12)N1CCN(C/C=C/c2ccccc2)CC1 (stereo not given)	-9%	-2%	5%	10%
5	C=CCn1c(=O)c2c(nc3n2CCCN3CCc2ccccc2)n(C)c1=O	-23%	2%	11%	0%
6	Cc1ccc(-c2nnc(N(C)C(=O)c3ccncc3)s2)cn1	-13%	3%	-14%	2%
7	COc1ccc(C(=O)NNC(=O)CSc2nnc(C(C)C)n2C)cc1	-6%	-4%	-11%	3%
8	Cc1cc(C)cc(NS(=O)(=O)c2ccc(-n3cccn3)cc2)c1	-5%	/	3%	/

item	D3 antag	D3 ag	EPAC2 antagonist	FUS yeast rescue
1	-20	-2	-20%	32%
2	-4	-4	4%	2%
3	45	-1	-4%	22%
4	-24	-18	6%	11%
5	12	-6	3%	7%
6	-18	-2	-5%	17%
7	3	0	3%	1%
8	/	-1	/	21%

Complete entries, quoted from the list. Order of values: Abeta yeast res | aSyn yeast inh | TDP-43 yeast inh | EPAC2 ag | D3 antag | D3 ag | EPAC2 antagonist | FUS yeast rescue
C=CCn1c(=O)c2c(nc3n2CCCN3CCc2ccccc2)n(C)c1=O in the list: -23% | 2% | 11% | 0% | 12 | -6 | 3% | 7%
COc1ccc(C(=O)NNC(=O)CSc2nnc(C(C)C)n2C)cc1 in the list: -6% | -4% | -11% | 3% | 3 | 0 | 3% | 1%

The results go on:
item	compound	Abeta yeast res	aSyn yeast inh	TDP-43 yeast inh	EPAC2 ag
9	C=CCOc1ccc(/C=C2\C(=N)N3N=C(S(=O)(=O)CC)SC3=NC2=O)cc1OC	-17%	-2%	-15%	-1%
10	O=C1NC[C@@H](CCCCN2CCN(CCc3ccc(O)cc3)C(=O)C2=O)N(CC2CCCCC2)C1=O	-18%	?	2%	14%
11	Nc1nonc1-n1nnc(C(=O)N/N=C/c2ccco2)c1CSc1ccc(Cl)cc1	3%	0%	0%	9%
12	CCN(CC)c1ccc2cc(-c3nc(-c4ccccc4)no3)c(=O)oc2c1	1%	/	19%[9.22 µM]	/
13	CCc1ccc(N2CC(O)=C(c3nc4ccccc4c(=O)[nH]3)C2=N)cc1	-10%	-8%	-3%	-4%
14	Brc1ccc(Oc2nnnn2-c2ccccc2)cc1	-15%	-1%	16µM*	21%
15	CC(C)[C@H](NC(=O)c1ccco1)C(=O)OCC(=O)c1ccc(Br)s1	8%	4%	-22%	-1%
16	C/C(CC(=O)NC1CCCC1)=N\NC(=O)c1ccc([N+](=O)[O-])c(Cl)c1	2%	3%	16%	-1%

item	D3 antag	D3 ag	EPAC2 antagonist	FUS yeast rescue
9	0	2	3%	9%
10	0	-8	5%	4%
11	-14	1	-17%	-13%
12	/	13	/	-23%
13	18	-1	4%	20%
14	-18	-2	?	-18%
15	18	2	-5%	14%
16	0	-1	-1%	/

Remaining list, next part.
item	compound	Abeta yeast res	aSyn yeast inh	TDP-43 yeast inh	EPAC2 ag
17	NC(=S)N/N=C/c1cccc(O)c1O	-3%	2%	?	4%
18	Cc1ccc(-c2nnc(Nc3ccc(C(=O)N(C)C)cc3)c3ccccc23)cc1S(=O)(=O)NC(C)(C)CO	-6%	3%	8%	0%
19	O=C(/C=C/c1ccccc1)Nc1sc2c(c1C(=O)O)CCC2	-96%[inhibitor]	0%	-25%	7%
20	COc1cc(CC(=O)OCC(=O)Nc2ncc(Cl)cc2Cl)cc(OC)c1OC	-3%	-4%	0%	4%
21	CCOc1ccc2[nH]c(=O)c(CN(CCc3ccccc3)C(=O)N3CCOCC3)cc2c1	10%	-1%	-4%	-15%
22	CC1(C(=O)NCc2ccccc2)CCC(=O)N1CCOc1ccccc1 (stereo not given)	-15%	0%	16%	10%
23	O=C(Nc1ccc(NC(=O)C23CC4CC(CC(C4)C2)C3)cn1)c1ccco1	-15%	-12%	-1%	-2%
24	COc1ccc(-c2noc(-c3ccc(NC(C)c4ccccc4)c([N+](=O)[O-])c3)n2)cc1OC (stereo not given)	-7%	/	14%	/

item	D3 antag	D3 ag	EPAC2 antagonist	FUS yeast rescue
17	13	24	1%	2%
18	12	3	1%	25%
19	1	-9	5%	10%
20	19	-6	9%	20%
21	-4	-1	-4%	/
22	9	1	9%	-19%
23	-2	2	8%	-13%
24	/	2	/	-12%

Next part
item	compound	Abeta yeast res	aSyn yeast inh	TDP-43 yeast inh	EPAC2 ag
25	CCn1c(-c2ccc(OC)c(OC)c2)n[nH]c1=S	-8%	5%	-7%	-2%
26	Cc1cc(F)ccc1S(=O)(=O)Nc1ncnc2scc(-c3ccc(F)cc3)c12	3%	2%	-10%	-8%
27	CC(=O)Nc1nc(C2COc3ccccc3O2)cs1 (stereo not given)	0%	-11%	0%	0%
28	O=C(CN(Cc1ccccc1Cl)C(=O)c1csnn1)NC1CCCC1	-4%	1%	6%	10%
29	CCc1ccc(CN2CCC(Oc3ccc(C(=O)N4CCCC4)cc3)CC2)cc1	1%	-5%	7%	7%
30	COc1cccc(-n2c(=O)[nH]cc(C(=O)Nc3ccc(NC(C)=O)cc3)c2=O)c1	-10%	-4%	2%	9%
31	O=C(O)c1ccc2c(c1)C(=O)N(C(Cc1ccc(O)cc1)C(=O)O)C2=O (stereo not given)	18%	1%	-14%	-2%
32	N=C(N)SCc1cn(-c2ccccc2)nc1-c1ccc(Br)cc1	-28%	-32%[inhibitor]	-15%	4%

item	D3 antag	D3 ag	EPAC2 antagonist	FUS yeast rescue
25	14	1	23%	/
26	5	5	-2%	4%
27	12	3	8%	3%
28	8	-7	-11%	9%
29	-24	-35	1%	/
30	2	-2	-3%	-8%
31	-70*	-2	1%	-4%
32	13	4	-18%	7%

Following part.
item	compound	Abeta yeast res	aSyn yeast inh	TDP-43 yeast inh	EPAC2 ag
33	Cc1cc(NC(=O)Cn2cnc3c2c(=O)n(C)c(=O)n3C)n(-c2ccccc2)n1	12%	-1%	-4%	5%
34	Cn1cc(Cl)c(C(=O)Nc2cnn(Cc3ccc(F)cc3)c2)n1	-5%	2%	12%	17%
35	CNC(=O)N/N=C(\N)c1ccccn1	-5%	-7%	6%	6%
36	CCCCN(C)C(=O)c1sc(=O)n(Cc2ccc(Cl)c(Cl)c2)c1C	10%	?	25µM*	5%
37	Cc1ccccc1-c1nn(-c2ccc(F)cc2F)cc1CNCC(C)O (stereo not given)	-2%	1%	12%	7%
38	COc1ccc(C(=O)C2CCCN(C(=O)c3ccc4cc[nH]c4c3)C2)c(C)c1 (stereo not given)	9%	17%	13%	9%
39	Cc1sc2ncn(CC(=O)Nc3ccc(C(C)C)cc3)c(=O)c2c1S(=O)(=O)N1CCN(c2ncccn2)CC1	0%	/	18%	/
40	O=C(COc1ncnc2ccc(Br)cc12)N1CCOCC1	30%	0%	-3%	5%

item	D3 antag	D3 ag	EPAC2 antagonist	FUS yeast rescue
33	?	-1	-5%	14%
34	-6	-5	-4%	/
35	-21	0	7%	-2%
36	-10	-1	-23%	16%
37	5	-2	4%	-20%
38	9	4	-8%	31%
39	/	7	/	-7%
40	55	3	11%	-14%

More records:
item	compound	Abeta yeast res	aSyn yeast inh	TDP-43 yeast inh	EPAC2 ag
41	O=C(c1ccccc1)c1ccc(OCC(O)CN2CCN(S(=O)(=O)N3CCCCC3)CC2)cc1 (stereo not given)	10%	-1%	-14%	8%
42	Cc1cccc(C(=O)NCC(=O)NC(C)CCc2ccccc2)c1 (stereo not given)	6%	3%	12%	0%
43	O=S(=O)(NC1CCCCCC1)c1ccc(Br)s1	-54%[inhibitor]	22%	?	12%
44	CCN(CC(=O)NCc1ccc(Cl)cc1)C(=O)C(C)Sc1ccccc1 (stereo not given)	1%	0%	8%	2%
45	Cc1ccc(OC(=O)COc2ccccc2)c(-n2nc3ccccc3n2)c1	7%	-4%	-8%	9%
46	O=C(O)c1ccc(NC(=O)c2cn(-c3ccccc3)nc2-c2ccccc2)cc1	-6%	-3%	-11%	4%
47	CC(C)C(=O)Nc1ccc(N2CCN(S(C)(=O)=O)CC2)cc1	10%	0%	-1%	-4%
48	CCOc1ccc(OCCN2C(=O)NC(Cc3c[nH]c4ccccc34)C2=O)cc1 (stereo not given)	11%	3%	10%	11%

item	D3 antag	D3 ag	EPAC2 antagonist	FUS yeast rescue
41	24	1	-10%	22%
42	2	-10	-6%	17%
43	5	5	6%	9%
44	17	2	0%	/
45	7	-1	-19%	-7%
46	10	7	3%	-16%
47	10	1	3%	3%
48	3	0	-16%	10%

(next part)
item	compound	Abeta yeast res	aSyn yeast inh	TDP-43 yeast inh	EPAC2 ag
49	COc1ccccc1CNC(=O)COC(=O)CCC(=O)c1cccs1	-12%	3%	20%	4%
50	CCCN=C1CC(C)(C)CC(=O)/C1=C(/O)CCC	7%	-7%	-3%	14%
51	COC(=O)C1CCN(C(=O)COC(=O)c2oc3ccccc3c2C)CC1	-9%	1%	0%	7%
52	Cc1ccccc1OCCSc1nnc(-c2cccs2)o1	-9%	/	7%	/
53	O=C(CCS(=O)(=O)Cc1ccccc1F)NCCCN1CCCCC1	1%	-2%	-6%	7%
54	Cc1c(-n2c(SCC(=O)O)nnc2-c2ccccc2Br)c(=O)n(-c2ccccc2)n1C	2%	4%	-14%	11%
55	O=C(Cn1c(O)c(/C=C2\C=Nc3ccccc32)sc1=O)N1CCOCC1	-1%	-5%	7%	-10%
56	CCN(/N=C/c1ccc(Cl)cc1)c1cc(=O)n(C)c(=O)[nH]1	-6%	10%	-10%	4%

item	D3 antag	D3 ag	EPAC2 antagonist	FUS yeast rescue
49	2	2	3%	-4%
50	14	13	-2%	-16%
51	-8	-10	1%	13%
52	/	-21	/	11%
53	7	-3	10%	-3%
54	-11	3	-3%	-1%
55	-5	-5	-8%	-12%
56	31	-12	-6%	/

Bioassay records deposited in PubChem BioAssay by National Center for Advancing Translational Sciences (NCATS).
